Compound activity as filed in PubChem BioAssay.
CHT allo act: human CHT allosteric activation. Q9GZV3. CHT-expressing cells, membrane potential dye, choline EC20; stronger effect = higher value; LV-AA mutant CHT in HEK293 cells. B-score at 10 µM. hit rate 0.49% among 310,000. AID 488977;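 active = initial fluorescence not abnormally high and integrated response B-score, plate-corrected, over 3 SD above library mean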
Target sequence (Q9GZV3 whole entry, looked up): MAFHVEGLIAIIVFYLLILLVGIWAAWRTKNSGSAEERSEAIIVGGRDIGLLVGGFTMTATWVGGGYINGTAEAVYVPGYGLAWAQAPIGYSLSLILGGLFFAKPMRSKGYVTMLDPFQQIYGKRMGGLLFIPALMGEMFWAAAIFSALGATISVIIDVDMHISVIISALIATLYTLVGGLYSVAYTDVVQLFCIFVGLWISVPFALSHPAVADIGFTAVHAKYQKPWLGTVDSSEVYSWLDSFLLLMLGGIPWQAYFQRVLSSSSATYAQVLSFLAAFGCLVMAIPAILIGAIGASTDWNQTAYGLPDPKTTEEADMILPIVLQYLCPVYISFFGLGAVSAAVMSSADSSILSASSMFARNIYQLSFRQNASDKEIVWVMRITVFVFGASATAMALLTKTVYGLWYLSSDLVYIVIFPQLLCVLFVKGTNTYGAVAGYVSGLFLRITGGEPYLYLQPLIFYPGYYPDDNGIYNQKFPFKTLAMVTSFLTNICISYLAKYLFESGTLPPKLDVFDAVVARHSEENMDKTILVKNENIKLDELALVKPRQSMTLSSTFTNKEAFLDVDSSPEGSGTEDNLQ
OX1R antag: blocks the human orexin 1 receptor; hit rate 0.43% among 330,000; CHO/OX1R cells, Fluo-8 calcium fluorescence, orexin A; O43613; inhibition, % at 5 µM;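 active = inhibition above its plate's threshold, mean inhibition of all tested compounds on the plate plus 3 SD, cut at about 37% in these data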;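 note: 0% = orexin A challenge wells and 100% = SB-334867-A antagonist wells; not every result past the cut was called active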
Target sequence (O43613 whole entry, looked up): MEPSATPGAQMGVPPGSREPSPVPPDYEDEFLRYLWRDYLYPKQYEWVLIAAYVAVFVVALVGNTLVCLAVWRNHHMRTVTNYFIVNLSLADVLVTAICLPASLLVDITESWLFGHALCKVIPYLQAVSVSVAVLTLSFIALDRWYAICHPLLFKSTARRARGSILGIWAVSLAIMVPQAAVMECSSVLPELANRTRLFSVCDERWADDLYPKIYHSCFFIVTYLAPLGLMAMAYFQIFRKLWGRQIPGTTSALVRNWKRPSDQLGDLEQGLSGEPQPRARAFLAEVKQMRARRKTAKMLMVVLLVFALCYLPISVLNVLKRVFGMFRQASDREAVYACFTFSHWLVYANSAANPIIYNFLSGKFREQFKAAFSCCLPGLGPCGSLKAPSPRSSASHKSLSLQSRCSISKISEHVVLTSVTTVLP
Active calls of the source: *; i = inactive; . = not tested or not shown.

No.	SMILES	CHT allo act	OX1R antag
1	O=C1OCCC1Sc1nnc(-c2ccccc2Br)n1Cc1ccccc1 (configuration not stated)	i	-16.6
2	Cc1ccccc1C(=O)NC1CC(C)(C)NC(C)(C)C1	i	-0.3
3	CCCCCC(=O)N1CCN(S(=O)(=O)c2ccc3c(c2)OCCCO3)CC1	i	-15.2
4	CC(C)(C)Nc1nc(Cl)nc(N(C#N)CN2C(=O)c3ccccc3S2(=O)=O)n1	i	-11.3
5	COc1ccc(C2C(C#N)=C(N)OC(C(C)(C)C)=C2C#N)cc1OC (configuration not stated)	i	-19.8
6	O=C(O)Cn1nc(-c2ccccc2)oc1=O	i	2.6
7	COc1ccccc1NC(=O)C(C)OC(=O)CCCOc1ccccc1 (configuration not stated)	i	-40.0
8	COC(=O)c1c(NC(=O)c2ccccc2OC)sc(C(=O)N2CCOCC2)c1C	i	-32.5
9	CCS(=O)(=O)c1ccc(-c2csc(-c3ccc(Cl)cc3)n2)c(Cl)c1Cl	i	-17.1
10	CCN(CC)S(=O)(=O)c1ccc(NC(=O)CN(c2cccc(C)c2)S(C)(=O)=O)cc1	i	-12.3
11	Cc1ccc(S(=O)(=O)Nc2cc(C(=O)NCCN(C)C)ccc2N2CCCCC2)cc1	i	-28.7
12	O=C(NCC1CCCO1)c1cccc(Oc2ccc([N+](=O)[O-])cc2Cl)c1 (configuration not stated)	i	-12.9
13	COc1ccc2[nH]c3c(=O)n(Cc4ccc(C(=O)N5CCC(C(N)=O)CC5)cc4)c(=S)[nH]c3c2c1	i	-8.3
14	Cc1nn(-c2ccccc2)c2c1c(C)c(CCC(=O)NCC1CCCO1)c(=O)n2C (configuration not stated)	i	-20.4
15	Nc1cc(=O)[nH]c(SCC(=O)Nc2ccccc2Sc2ccccc2)n1	i	-11.8
16	COc1ccc(OC)c(NC(=O)c2cccc(N3C(=O)C4C5CCC(C5)C4C3=O)c2)c1 (configuration not stated)	i	5.4
17	CC(C)c1nc(SCC(=O)Nc2ccc3c(c2)OCO3)n[nH]1	i	-11.5
18	O=C(Cc1ccccc1)NCCc1cccc(Cl)c1	i	-19.2
19	CCOc1ccc(C(CCc2ccccc2)NC(=O)c2ccc(OC)c(OC)c2)cc1OCC (configuration not stated)	i	-11.2
20	COc1cc(C(=O)NC(C)CCn2cccn2)ccc1OC1CCN(C(C)=O)CC1 (configuration not stated)	i	2.7
21	Cc1ccc(S(=O)(=O)/N=C(\N)c2ccc(Cl)cc2)cc1	i	.
22	CSCCC(=O)N1CCC(CCC(=O)NC2CC2)CC1	i	-8.1
23	Cc1cc(C)cc(OCCNC(=O)C(C)N2C(=O)c3ccccc3C2=O)c1 (configuration not stated)	i	-16.6
24	Cc1cccc(Nc2nnc(SC3CCOC3=O)s2)c1C (configuration not stated)	i	-6.5
25	O=C(C=C1CCN(c2ncc(C(F)(F)F)cc2Cl)CC1)NNC(=O)Nc1ccccc1	i	-10.8
26	Cn1c(CCc2ccc(N)cc2)nc2ccccc21	i	-18.4
27	CCN1CCN(Cc2cccc(Oc3ccc(Cl)cc3)c2)CC1	i	-7.5
28	CN(C)C(=O)N1CCC(C(=O)NCc2ccc(F)cc2Cl)CC1	i	1.2
29	Cc1nn(-c2ccccc2)c2[nH]c(=O)c(CNCC3CCCO3)cc12 (configuration not stated)	i	-28.2
30	Cc1ccccc1C(=O)NC1CCN(CC(=O)Nc2ccccc2)CC1	i	-18.3
31	COc1ccc(NC(=O)COc2ccccc2C#N)c(S(=O)(=O)N2CCCCC2)c1	i	-18.4
32	Cc1ccc(C)c(S(=O)(=O)Nc2ccc3cn[nH]c3c2)c1	.	-0.5
33	COc1ccc(-n2c(C)cc(C(=O)CN3C(=O)C(=O)N(Cc4ccccc4)C3=O)c2C)cc1	i	-3.6
34	CCOc1ccccc1Nc1nnc(SCC(=O)Nc2nc(-c3ccc(OC)cc3)cs2)s1	i	-19.4
35	Cc1ccc(NC(=O)c2ccc(Cl)nc2)cc1S(=O)(=O)N1CCOCC1	.	-13.6
36	Cc1ccc(C(=O)NCC(=O)Nc2ccc(S(=O)(=O)Nc3cc(C)nc(C)n3)cc2)cc1	.	-6.8
37	COc1ccc(N2CCC(CNC(=O)Nc3ccc(C)c(C)c3)C2)cc1 (configuration not stated)	i	-14.0
38	Cc1cc(C)nc(NC(=NCCc2c[nH]c3ccccc23)NC(=O)Nc2ccc(Cl)c(Cl)c2)n1	i	-8.2
39	CC(C)Oc1ccc(S(=O)(=O)N2CCOCC2)cc1NC(=O)CN1C(=O)NC2(CCCC2)C1=O	i	-8.7
40	CCN1CCN(c2ccc(Nc3ccnc4ccccc34)cc2)CC1	.	-16.0
41	COc1ccc(OC)c(NC=C2C(=O)OC3(CCCCC3)OC2=O)c1	i	-23.4
42	COc1ccc(N2CCN(C(=O)CCNS(=O)(=O)c3ccccc3)CC2)cc1	i	-17.3
43	Cn1c2ccccc2c2nnc(SCC(=O)Nc3cccc(C(=O)O)c3)nc21	i	0.4
44	CC(=O)c1c(NC(=O)c2ccccc2)[nH]c(-c2ccccc2)nc1=S	i	-3.6
45	COc1cc(/C=N/Nc2ccc(Cl)c(C(=O)O)c2)ccc1OC(=O)c1cccs1	i	-6.9
46	C=C(C)Cn1c(SCC(=O)NCc2ccco2)nc2sc3c(c2c1=O)CCC3	i	-33.2
47	O=C(O)c1cccc([N+](=O)[O-])c1C(=O)Nc1ccc2ccccc2c1	i	-13.7
48	NC(=O)c1cc2cc([N+](=O)[O-])ccc2oc1=O	i	0.7
49	O=C(Nc1ccccc1Cl)Nc1ccnn1C1CCN(C(=O)CCN2CCCO2)CC1	i	-12.5
50	COc1cccc(C(=O)NCCN2CCN(c3ccccc3)CC2)c1	i	-15.6
51	O=C(CSc1ccccc1)Nc1ccc2c(c1)OCO2	i	2.3
52	NC(=S)N/N=C/c1ccc(-c2ccc(Cl)c(Cl)c2)o1	i	-15.0
53	COc1ccc(NC(=O)COc2ccc3c(c2)OCO3)cc1	i	-4.3
54	O=C(NC1CC2CCCC(C1)N2C(=O)Nc1ccc(F)cc1)c1ccccc1 (configuration not stated)	i	-15.6
55	Cc1ccnn1C(C)C(=O)O (configuration not stated)	i	-3.6
56	COc1cc2ccccc2cc1C(=O)NC1CCCCC1	.	-23.9
57	CCCCNC(=O)Nc1c(C)cc(SC#N)cc1C	i	-9.8
58	O=C(O)CCN1C(=O)c2ccncc2C1=O	i	-12.3
59	CN(C)c1cccc(C(=O)NCC2CCCO2)c1 (configuration not stated)	i	-10.5
60	Cn1cccc1/C=N/NC(=O)c1cccs1	i	-15.3

Other entries:
No.	SMILES	CHT allo act	OX1R antag
61	Cc1ccc(CCNC(=O)CCSCc2ccc(Cl)cc2)cc1	i	18.6
62	Cc1nc(N)sc1-c1csc(Nc2ccccc2)n1	i	-2.3
63	C/C(=N\NC(=O)c1cc(-c2ccc(C)s2)nc2ccccc12)c1cccnc1	i	.
64	CCOC(=O)C1(CCOC)CCN(Cc2cccc(OCc3ccccc3)c2)CC1	i	-37.7
65	CC1(C)Cc2nc(Cl)c(C(N)=O)cc2CO1	i	-4.0
66	Cc1cccc(NC(=O)COC(=O)C2COc3ccccc3O2)c1C (configuration not stated)	.	-15.3
67	CC1CC(C)CN(C(=O)CCCn2c(=O)c3cccn3c3cccnc32)C1 (configuration not stated)	i	-9.9
68	COC(=O)c1cc(C(C)=O)n2ccccc12	i	-9.6
69	Nc1cc(Cl)ccc1Nc1ccncc1	i	.
70	COC(=O)CC1(c2ccccc2)C(=O)c2ccccc2C1=O	i	-12.9
71	c1ccc2c(c1)ccc1ccccc12	.	-1.4
72	COc1ccc(-n2nnc3c(=O)n(CC(=O)OCc4ccccc4)cnc32)cc1	i	-11.8
73	N#C/C(=C\c1cccnc1)C(=O)Nc1ccc(Cl)cc1	i	-14.3
74	COc1ccc(OCC(=O)NCC(c2cccs2)N2CCOCC2)cc1 (configuration not stated)	i	-10.5
75	N#C/C(=C/c1ccc(-c2ccc(Br)cc2)o1)C(=O)NC1CCCCC1	i	-62.5
76	COc1ccccc1NC(=O)CSc1nnc(C2CCCCC2)n1-c1ccccc1	i	-25.2
77	CCNS(=O)(=O)c1ccc(CCC(=O)NCc2cccnc2)cc1	i	2.5
78	Cc1ccc(-n2c(Cc3cccn3C)nnc2SCC(=O)NC2CCCCC2)cc1	i	13.7
79	CCCCNC(=O)C1CCCN1C(=O)Nc1ccccc1 (configuration not stated)	i	-7.1
80	COc1ccc(CCNC(=O)CN(c2cc(C)cc(C)c2)S(=O)(=O)c2c(C)noc2C)cc1OC	i	-15.3
81	Cc1ccccc1C(=O)c1c[nH]c(C(N)=O)c1	i	-2.3
82	O=C(C[C@H]1C/C=C\CC[C@@H](Cc2ccc(F)cc2)C(=O)OCCNC1=O)NCCO	.	10.8
83	CC(c1ccc(C(C)(C)C)cc1)S(=O)CC(O)CO (configuration not stated)	i	0.1
84	O=C(c1ccc(Cl)cc1)N1CCC(=O)N(C(CO)Cc2ccccc2)CC1 (configuration not stated)	i	0.1
85	O=C(NNC(=O)c1ccc(Oc2cc(Cl)cc(Cl)c2)o1)c1ccccc1	i	-4.3
86	O=C(COc1cccc(-n2cnnn2)c1)Nc1ccc([N+](=O)[O-])cc1	i	-3.9
87	Cc1sc(NC(=O)CSc2nnc(N)s2)c(C#N)c1C	i	9.9
88	O=C(COc1ccccc1[N+](=O)[O-])NNC(=O)Nc1cccc2ccccc12	i	-27.4
89	O=C(N/N=C/c1ccc([N+](=O)[O-])cc1)c1cc(-c2ccc3c(c2)OCO3)n[nH]1	i	-21.3
90	Cc1ccc(C(=O)NC(=S)NCc2cccnc2)c(C)c1	i	-37.9
91	COc1ccccc1CNC(=O)c1ccc(CS(=O)(=O)c2ccccc2)o1	i	2.3
92	Cc1c(/C=N/NC(=O)c2ccc(O)cc2)c2ccccn2c1C(=O)c1ccc(F)cc1	i	-18.1
93	COc1ccc(C(=O)Nc2ccncc2)cc1S(=O)(=O)N1CCOCC1	.	-11.3
94	C=CCN(c1ccccc1C(=O)O)S(=O)(=O)/C=C/c1ccccc1	i	-3.4
95	O=C(CSc1nnc(-c2ccccc2)n1-c1ccc(Cl)cc1)NNC(=S)Nc1ccccc1	i	-19.6
96	COc1ccc(OC)c(Nc2nc(N)nc(CCl)n2)c1	i	-12.6
97	Cc1ccc(C(O)Cn2nc(C)cc2C)cc1 (configuration not stated)	i	-2.2
98	CCOc1ccc(C(=O)Nc2cccc3ncccc23)cc1Br	i	-34.1
99	O=C(COC(=O)c1cc(Br)c(Br)s1)NCCC1=CCCCC1	i	-14.1
100	CCOC(=O)c1c(C(=O)OCC)c(C)n(N2C(=O)CSC2=S)c1C	i	-6.9
101	CCc1nnc(NC(=O)CSc2nnc(-c3ccncc3)n2C)s1	i	-17.9
102	NS(=O)(=O)c1ccc(CCNC(=O)CSc2nc3ccsc3c(=O)n2CC2CCC(C(=O)O)CC2)cc1 (configuration not stated)	i	-4.9
103	COc1ccc(-c2ccnc3nc(N4CCOCC4)nn23)cc1	i	-1.8
104	NC(=O)COC(=O)c1ccc(Oc2ccccc2)cc1	i	-9.8
105	Cc1nn(C)c(C)c1NC(=O)COc1ccc(F)cc1Br	.	-14.8
106	Cc1ccc(-n2c(SCC(N)=O)nnc2-c2cnccn2)cc1	i	-9.7
107	COc1ccc(CCNS(=O)(=O)c2cc(/C=C/C(=O)O)ccc2C)cc1OC	i	14.3
108	O=C(NCCC1CCCCN1S(=O)(=O)c1ccc(F)cc1)C(=O)Nc1ccccc1F (configuration not stated)	i	-27.8
109	c1ccc(OCc2noc(CN3CC[C@@H]4CCCC[C@H]4C3)n2)cc1	i	-16.4
110	COc1ccc(S(=O)(=O)c2c(C)c(NS(=O)(=O)c3ccccc3)cc(C)c2O)cc1	i	-7.0
111	CCOC(=O)Nc1ccc(N2CCOCC2)c(S(=O)(=O)Nc2ccc(Cl)cc2)c1	.	-13.9
112	Cc1ccccc1CNS(=O)(=O)c1c(C(=O)N2CCCC2)c(C)n(C)c1C	i	-11.4
113	CCC(C)NC(=O)c1ccccc1SC (configuration not stated)	i	-14.8
114	CCc1noc(C)c1C(=O)Nc1nnc(CC(C)C)s1	i	-13.7
115	COc1cc(NC(=S)NCc2cccnc2)cc(OC)c1	i	-5.2
116	Oc1ccccc1Nc1ncnc2c1oc1ccccc12	i	-27.1
117	Cc1cccc(N=C2SC(C)CN2C(=O)CN2C(=O)NC3(CCCC3)C2=O)c1 (configuration not stated)	i	-35.8
118	Cc1sc2nc(C(C)C)nc(SCC(=O)N3CCOCC3)c2c1C	i	-35.1
119	CC(=O)Nc1ccc(S(=O)(=O)N2CCN(c3ccc([N+](=O)[O-])c(NCCN4CCOCC4)c3)CC2)cc1	i	-27.8
120	Cc1ccc(NC(=O)COc2cccc(/C=C3\SC(=S)N(CCC(=O)O)C3=O)c2)cc1Cl	i	13.3

New compounds follow
No.	SMILES	CHT allo act	OX1R antag
121	COc1ccccc1N1CCN(S(=O)(=O)c2c(C)sc3ncn(CC(=O)NCCN(C)C)c(=O)c23)CC1	i	-3.1
122	C/[N+]([O-])=C\CC(=O)c1ccc(-c2ccccc2)cc1	i	-34.7
123	CC(=O)C1=C(O)C(=O)N(CCc2c[nH]c3ccccc23)C1c1cccc(O)c1 (configuration not stated)	i	-7.9
124	O=C(OCCN1CCCCC1)c1ccc(Cl)cc1	i	-17.6
125	COc1cc2c(C(=O)NCc3ccccn3)cn(CC(C)C)c(=O)c2cc1OC	i	-19.8
126	CCCOC(=O)C1C2C=CC(C2)C1C(=O)OCC(=O)c1ccccc1 (configuration not stated)	i	-26.1
127	CC(C)CNc1ncnc2c1cnn2Cc1ccc(Cl)cc1	i	-9.0

Some of these compounds in order of heavy-atom count, ascending:
No.	SMILES	CHT allo act	OX1R antag
79	CCCCNC(=O)C1CCCN1C(=O)Nc1ccccc1 (configuration not stated)	i	-7.1
93	COc1ccc(C(=O)Nc2ccncc2)cc1S(=O)(=O)N1CCOCC1	.	-11.3
19	CCOc1ccc(C(CCc2ccccc2)NC(=O)c2ccc(OC)c(OC)c2)cc1OCC (configuration not stated)	i	-11.2
